Screening data deposited in PubChem BioAssay by The Scripps Research Institute Molecular Screening Center.
CHO-K1 Ca ag = counter-screen for M1 agonists: effect in parental CHO-K1 cells; Fluo-8 calcium fluorescence; scaled to maximal ATP response, vehicle zero; activation, % at 3 µM; hit rate 0.48% among 360,000; AID 602248, 2012; in the data active = activation above about 15%;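 note: untransfected CHO-K1 host cells lacking M1 receptor as counterscreen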
OXTR potentiate = human OXTR potentiators, primary screen, fluorescence, CHO-OTR cells, Fluo-8 calcium; Oxytocin receptor (Homo sapiens), P30559; Fluo-8 calcium fluorescence, potentiator mode; 0% = oxytocin EC15, 100% = EC100; activation, % at 3 µM; hit rate 0.061% among 320,000; AID 2445, 2010;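 active = activation above that plate's cutoff, the mean activation of tested compounds plus 3 SD, cut at about 6.6% in these data, passing the limit was not always enough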;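 note: 100% uses oxytocin at 75 nM as the full agonist control; some results filed as inactive read as strong as hits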
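Material: human OTR in CHO cells. Compound: 3.0 µM, one dose. Timing: compound 6 min at room temperature before oxytocin, 100 s read. Evaluation: % activation of max/min ratio relative to oxytocin controls. Replication: single well per compound, singlicate. Signal: Fluo-8 calcium dye fluorescence.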
M4 antag = human M4 muscarinic receptor antagonists, primary screen, CHO cells, Fluo-8 calcium fluorescence; Muscarinic acetylcholine receptor M4 (Homo sapiens), P08173; CHO-hM4 cells, ACh EC80; inhibition, % at 3 µM; hit rate 0.73% among 360,000; AID 624125, 2012;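 active = inhibition above its plate's cutoff, the mean inhibition of sample wells plus 3 SD, cut at about 27% in these data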;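 note: 0% = acetylcholine EC80 with DMSO and 100% = DMSO without agonist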
Target sequence (P08173 whole entry, looked up): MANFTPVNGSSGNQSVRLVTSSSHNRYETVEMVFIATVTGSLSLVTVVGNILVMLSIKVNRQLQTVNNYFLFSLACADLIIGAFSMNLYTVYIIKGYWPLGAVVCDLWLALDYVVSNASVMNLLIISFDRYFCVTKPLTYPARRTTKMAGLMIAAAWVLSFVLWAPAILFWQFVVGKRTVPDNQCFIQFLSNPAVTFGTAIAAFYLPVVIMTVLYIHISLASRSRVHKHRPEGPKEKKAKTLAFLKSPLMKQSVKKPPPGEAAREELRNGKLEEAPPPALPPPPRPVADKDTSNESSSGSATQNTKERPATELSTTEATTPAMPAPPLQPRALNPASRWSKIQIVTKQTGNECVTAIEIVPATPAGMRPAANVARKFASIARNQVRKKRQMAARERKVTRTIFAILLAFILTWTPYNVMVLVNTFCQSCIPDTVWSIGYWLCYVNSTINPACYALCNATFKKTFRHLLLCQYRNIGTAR
CHRM1 agonist = human M1 muscarinic receptor agonists, primary screen, Fluo-8 calcium fluorescence, CHO-K1 cells, HTS | Muscarinic acetylcholine receptor M1 (Homo sapiens), P11229 | CHO-K1 hM1, agonist mode; 0% DMSO, 100% acetylcholine EC100 | activation, % at 3 µM | hit rate 0.33% among 360,000;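 active = activation above the run's mean compound activation plus 3 SD, cut at about 16% in these data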;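 note: peak over basal fluorescence ratio within a 140 s kinetic read after compound addition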
Target sequence (P11229 whole entry, looked up): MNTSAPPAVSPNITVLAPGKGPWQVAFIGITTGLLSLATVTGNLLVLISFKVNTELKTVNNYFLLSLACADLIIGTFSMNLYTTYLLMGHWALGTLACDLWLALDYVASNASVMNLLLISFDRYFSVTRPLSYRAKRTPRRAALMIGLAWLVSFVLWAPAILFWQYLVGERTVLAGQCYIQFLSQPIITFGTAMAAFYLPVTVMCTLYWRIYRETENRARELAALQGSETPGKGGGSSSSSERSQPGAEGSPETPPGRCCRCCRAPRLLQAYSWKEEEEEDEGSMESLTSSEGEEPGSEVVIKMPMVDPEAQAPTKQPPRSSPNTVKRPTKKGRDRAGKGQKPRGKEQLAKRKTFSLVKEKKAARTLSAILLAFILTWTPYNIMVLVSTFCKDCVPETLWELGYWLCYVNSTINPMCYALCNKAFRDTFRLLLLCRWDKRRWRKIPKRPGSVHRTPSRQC
CHO parental Ca = ATP-evoked calcium signal inhibitors, parental CHO, primary screen, counter-screen for OX1R antagonist project, cell-based, fluorescence, Fluo-8 calcium dye. inhibition, % at 5.6 µM. hit rate 0.63% among 330,000. parental CHO-K1, ATP-induced calcium, Fluo-8 fluorescence;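 active = inhibition above that plate's mean sample inhibition plus 3 SD, cut at about 26% in these data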;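 note: 0% = ATP-challenged DMSO wells and 100% = DMSO wells without ATP; some compounds past the cut are filed as inactive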
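Material – parental CHO cells · Reagent – ATP stimulus · Compound – single nominal dose of 5.6 µM per compound · Detection – Fluo-8 fluorescence · Read-out basis – percent inhibition of calcium signal · Controls – ATP-challenged DMSO wells low, unchallenged DMSO wells high · Repeats – no replicates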
CHRM4 agonist = human M4 muscarinic receptor agonists, primary screen, CHO-K1 cells, Fluo-8 calcium fluorescence | CHO-K1 hM4/Gqi5; vehicle 0%, full acetylcholine response 100% | activation, % at 3 µM | hit rate 0.14% among 360,000;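 active = activation above the run mean over all test wells plus 3 SD, cut at about 32% in these data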;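 note: peak over basal fluorescence ratio per well then scaled between controls; 0% = DMSO wells and 100% = acetylcholine at EC100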
CHO-K1 Ca antag = nonselective inhibitor or artifact in parental CHO-K1 cells. ATP-induced calcium, Fluo-8 fluorescence. inhibition, % at 3 µM. hit rate 0.6% among 360,000;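 active = inhibition above a per-plate cutoff, the plate's mean sample inhibition plus 3 SD, cut at about 24% in these data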;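 note: 0% = DMSO plus EC80 ATP and 100% = DMSO alone without ATP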
M1 antag = human M1 muscarinic receptor antagonists, primary screen, CHO-K1 cells, Fluo-8 calcium fluorescence, 1536-well; Muscarinic acetylcholine receptor M1 (Homo sapiens), P11229; CHO-K1 hM1, ACh EC80 antagonist; inhibition, % at 3 µM; hit rate 1.3% among 360,000; AID 588852, 2011;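 active = percent inhibition above its own plate's cutoff, namely the mean of that plate's compound wells plus 3 SD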;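 note: peak over basal fluorescence ratio during 140 s after agonist addition; 0% = ACh EC80 plus DMSO and 100% = DMSO alone without agonist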
M1 PAM = human M1 muscarinic receptor positive allosteric modulators, primary screen, CHO-K1 cells, Fluo-8 calcium fluorescence, 1536-well | hit rate 0.088% among 360,000 | CHO-K1 hM1, ACh EC20; 0% = ACh EC20, 100% = maximal ACh | Muscarinic acetylcholine receptor M1 (Homo sapiens), P11229 | activation, % at 3 µM; in the data active = activation above about 19%, passing the limit was not always enough
* hit, by the source's call; . = no result given.

SMILES	CHO-K1 Ca ag	OXTR potentiate	M4 antag	CHRM1 agonist	CHO parental Ca	CHRM4 agonist	CHO-K1 Ca antag	M1 antag	M1 PAM
O=C(NC(=S)Nc1ccc(S(=O)(=O)Nc2ccccc2)cc1)C1CC1	1.1	-23	0	-3	-10	1	-5	-8	11
N#Cc1cccc(N2[C@@H](Cc3cc4ccccc4n3Cc3ccccc3)COC[C@H]2Cc2ccc3ccccc3c2)c1	0.2	.	-14	1	.	-1	-8	-15	8
Cc1ccccc1NC(=O)Cn1c(C)nc2ccc(N)cc2c1=O	0.3	-4	7	0	-7	1	3	-7	6
O=C(COC(=O)c1ccccc1)NCC1CCCO1 (stereo not drawn)	1.2	-12	2	-3	-6	1	1	-12	12
Cc1ccc(N/C(=N/S(=O)(=O)c2cccs2)c2ccccc2)c(C)c1	2.3	-7	2	-10	-7	0	-3	-7	7
COc1ccc(S(N)(=O)=O)cc1C(=O)OCC(=O)NC(C)(C#N)C1CC1 (stereo not drawn)	-0.4	-6	-13	-4	-1	0	0	-5	7
COc1ccc(-n2nc([N+](=O)[O-])c(=NC3CCN(Cc4ccccc4)CC3)n2O)cc1	0.7	-1	28*	-10	-20	0	-12	25*	-23
CCOc1ccc(CCNC(=O)c2c(C)noc2C)cc1OCC	0.4	2	-2	-3	-17	0	9	-9	8

More results.
SMILES	CHO-K1 Ca ag	OXTR potentiate	M4 antag	CHRM1 agonist	CHO parental Ca	CHRM4 agonist	CHO-K1 Ca antag	M1 antag	M1 PAM
CC(=O)Nc1ccc(-c2nnc(SCC(=O)n3c4c(c5ccccc53)CCCC4)n2C)cc1	0.4	.	-9	-3	.	0	-13	3	-2
CC1(C(=O)NS(=O)(=O)C2CC2)CCCN(C(=O)COc2ccc(Cl)cc2Cl)C1 (stereo not drawn)	0.1	.	-20	-5	.	0	-4	-9	-3
CCN(CC(=O)Nc1c(F)cccc1F)C(=O)C1CC(=O)N(CCc2ccccc2)C1 (stereo not drawn)	0.1	-4	-7	-3	-18	0	-8	-12	1
CCCC(C)NC(=O)c1ccc(C2SCC(=O)N2Cc2ccco2)cc1 (stereo not drawn)	0.5	-7	24	-5	-29	0	4	-2	4
Cc1nc(C(F)(F)F)ccc1C(=O)N1CCC1(C)C(=O)NS(=O)(=O)c1ccc(C#N)cc1 (stereo not drawn)	0.7	.	-1	-2	.	1	-3	-14	6
CC(C)C(=O)Nc1nnc(CCN2CCCCC2)s1	0.6	-16	-4	-4	-9	0	-2	-8	6
COc1ccccc1OCc1ccc(C(=O)N2CCN(C(=O)c3ccco3)CC2)cc1	1.1	-7	-8	-4	-18	6	-7	-7	2
CC1CCC(C(C)C)C(OC(=O)Cn2nnc3c(cnn3-c3ccccc3)c2=O)C1 (stereo not drawn)	0.1	-2	-6	0	2	0	-8	-6	10

(cont.)
SMILES	CHO-K1 Ca ag	OXTR potentiate	M4 antag	CHRM1 agonist	CHO parental Ca	CHRM4 agonist	CHO-K1 Ca antag	M1 antag	M1 PAM
CCc1ccc(/C=N/NC(=O)c2cc(-c3ccncc3)nc3ccccc23)s1	1.9	-5	0	-11	-21	3	-11	-7	8
Cc1cc(C)c(NC(=O)C(=O)NCc2ccco2)c(C)c1	0.2	-9	-5	-10	0	0	3	-12	16
COC(=O)CNC(=O)Cn1cnc2sc(C)c(S(=O)(=O)N3CCC(C)CC3)c2c1=O	0.3	-10	7	-4	-8	1	-16	-15	12
COc1ccc(C(=O)N/C(=C\c2cn(C)c3ccccc23)C(=O)N2CCOCC2)cc1OC	0.8	-3	2	-2	3	2	-6	-4	2
Cc1c(C(=O)OCCOc2ccc(Br)cc2)sc(=S)n1C	0.9	-2	4	-12	-18	0	-1	-7	2
NNc1nccc(Nc2ccccc2C(=O)O)n1	0.3	1	2	-3	-3	-2	-1	-5	8
Cc1ccc(CC(=O)Nc2ccncc2)cc1	5.7	-17	2	2	22	8	36*	14	-13
CC[C@H](C)[C@H]1CNC(=S)N1CC1CCN(CC2CCC(C)CC2)CC1 (stereo partly drawn)	0.6	.	10	-11	.	1	-3	9	-15

The listing continues:
SMILES	CHO-K1 Ca ag	OXTR potentiate	M4 antag	CHRM1 agonist	CHO parental Ca	CHRM4 agonist	CHO-K1 Ca antag	M1 antag	M1 PAM
N#Cc1cnn(-c2ccc(F)cc2)c1N	-0.2	-7	2	0	-19	0	5	-20	16
Nc1cccc(-c2nc3ccccc3s2)c1	0.3	-6	4	-1	2	1	-6	-29	7
Cc1csc(NC(=O)C(NS(=O)(=O)c2ccc(Br)s2)c2ccccc2)n1 (stereo not drawn)	0.6	-7	13	2	-4	4	-6	-32	0
Cc1nn(C(C)C(=O)O)c2ccccc12 (stereo not drawn)	0.6	-1	18	-3	0	0	2	-1	2
CC(=O)c1ccc(N(C)C)c2c(N(C)C)cccc12	0.0	-15	5	-4	-10	1	11	-15	14
CCC(=O)N1CCc2cc(S(=O)(=O)NC(Cc3ccccc3)C(=O)NC3CCCCC3)ccc21 (stereo not drawn)	3.4	.	-8	-9	.	9	-7	6	1
CC(C)CCn1cnc2c(oc3nc4c(cc32)CCCC4)c1=O	1.1	-8	6	-1	-16	3	-12	15	-2
CNC(=S)N(CCCn1ccnc1)Cc1c(F)cccc1Cl	0.4	2	-5	-11	8	0	-2	5	-17

Further structures.
SMILES	CHO-K1 Ca ag	OXTR potentiate	M4 antag	CHRM1 agonist	CHO parental Ca	CHRM4 agonist	CHO-K1 Ca antag	M1 antag	M1 PAM
CCN1C/C(=C/c2ccc(N3CCOCC3)cc2)C(=O)/C(=C/c2ccc(N3CCOCC3)cc2)C1	34*	-12	14	23*	34	15	27*	31	-9
COc1ccc(S(=O)(=O)/C(C#N)=C/Nc2ccc(NC(C)=O)cc2)cc1	1.8	.	1	-5	.	1	-10	-9	5
CCN(CCCNC(=O)Cn1ncc2c([nH]c3ccccc32)c1=O)Cc1ccccc1	0.5	-9	-1	-6	-16	1	-7	-24	7
CCOC(=O)CCC(=O)N1CCOCCOCCN(C(=O)CCC(=O)OCC)CCOCC1	0.2	-5	-4	-3	-1	0	2	-1	-2
Cc1ccn2c(Nc3ccccc3C)c(-c3cccnc3)nc2c1	0.9	-3	-7	-7	-13	2	-3	6	-6
CCOc1nc2ccccc2nc1NS(=O)(=O)c1ccccc1	-0.2	1	-14	-7	6	0	-14	-13	7
Cc1c(S(=O)(=O)N2CCC(C)CC2)c(=O)n(C)c(=O)n1C	-0.1	-2	-7	-3	-1	2	3	0	7
Cc1c(NC(=O)c2cc(-c3ccc(O)cc3)on2)c(=O)n(-c2ccccc2)n1C	11	2	-1	-5	18	-1	-2	-2	4

Additional records.
SMILES	CHO-K1 Ca ag	OXTR potentiate	M4 antag	CHRM1 agonist	CHO parental Ca	CHRM4 agonist	CHO-K1 Ca antag	M1 antag	M1 PAM
Cc1cc(C(=O)OCC(=O)Nc2cc(C(F)(F)F)ccc2N2CCOCC2)c(C)o1	0.4	-11	0	-3	-27	1	-10	5	-1
CC(C)c1ccc(/C=C/C(=O)NC(=S)NN2CCOCC2)cc1	3.0	.	-23	-1	.	6	-6	-2	2
CCc1ccc(CN(C)C(=O)c2cc(COc3cc(C)c(Cl)c(C)c3)on2)nc1	4.5	-3	2	-3	-23	8	-15	11	-7
Cc1c(C(=O)N2CCC2)oc2c(F)cccc12	-0.4	-5	5	-2	-20	0	15	2	4
CC(C)NC1(C(N)=O)CCN(Cc2ccccc2)CC1	0.5	.	3	0	.	1	-8	-12	7
O=C(O)C/C(=C\c1cc2c(cc1Br)OCO2)c1nc2ccccc2s1	0.9	-5	-9	0	-12	2	-8	-4	15
C=CCN(C(=O)CCC(=O)Nc1cc(C)on1)C(C(=O)NC(C)(C)CC)c1cccc(OC)c1OC (stereo not drawn)	-0.5	-1	10	-3	-13	0	6	-14	15
COC(=O)c1cccc(N(CC(=O)NCC2CCCO2)C(=O)CCC(=O)Nc2cc(C)on2)c1 (stereo not drawn)	-0.3	-8	8	-3	-20	-1	14	-9	14

(more compounds)
SMILES	CHO-K1 Ca ag	OXTR potentiate	M4 antag	CHRM1 agonist	CHO parental Ca	CHRM4 agonist	CHO-K1 Ca antag	M1 antag	M1 PAM
CC1(c2ccccc2)CC2CC(c3ccccc3)N1O2 (stereo not drawn)	0.5	3	-8	-7	-8	-3	-8	-8	8
CC(=O)c1cccc(NC(=O)CN2CCN(Cc3ccccc3)CC2)c1	0.7	.	-4	-6	.	1	-8	-5	5
CCOC(=O)[C@@H]1[C@H]2COc3cc(OC)ccc3[C@@H]2N2C(=O)N(c3ccc(Br)cc3)C(=O)[C@@]12C	0.2	-1	12	-4	-34	1	-16	9	2
Cc1nn(-c2ccccc2)nc1C(=O)Oc1cc(C(F)(F)F)nn1-c1ccccc1	0.2	11	-10	0	-11	1	-19	-6	4
Cc1cc(C)cc(NC(=O)COC(=O)CC2CCCC2)c1	-1.0	-1	-7	0	-18	0	-7	-9	17
COc1ccccc1Nc1nc(N)nc(CSC(=S)N2CCN(c3ccccc3)CC2)n1	0.0	5	-3	-4	-19	3	-14	-2	4
O=C(O)CCCNc1cc(N2CCN(C(=O)c3ccco3)CC2)c2noc3c2c1C(=O)c1ccccc1-3	1.2	-2	-1	2	-16	7	-8	-7	15
Cc1c(N=c2scc(-c3ccccc3)n2CCO)c(=O)n(-c2ccccc2)n1C	0.6	-1	1	-5	2	1	-12	12	-7
CCc1c(C)nc(Nc2nc(C)c3ccc(OC)cc3n2)[nH]c1=O	0.3	-4	-5	-1	4	1	-21	-26	4
Cn1cc(CNC(=O)COc2ccc(Cl)cc2Cl)cn1	0.3	-9	9	-3	4	1	3	17	-4
